GBA enhancer = GBA activity enhancers in patient fibroblasts, primary screen, cell-based; Lysosomal acid glucosylceramidase (Homo sapiens), P04062; L444P Gaucher fibroblasts, 4-MU-glucoside fluorescence, 3 days; activation, % at 10 µM; actives 0.44% (n = 30,000); AID 784, 2007; in the data active means activation above about 65%;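 further: 0% = vehicle wells and 100% = positive control wells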
Target sequence (P04062 whole entry L483P): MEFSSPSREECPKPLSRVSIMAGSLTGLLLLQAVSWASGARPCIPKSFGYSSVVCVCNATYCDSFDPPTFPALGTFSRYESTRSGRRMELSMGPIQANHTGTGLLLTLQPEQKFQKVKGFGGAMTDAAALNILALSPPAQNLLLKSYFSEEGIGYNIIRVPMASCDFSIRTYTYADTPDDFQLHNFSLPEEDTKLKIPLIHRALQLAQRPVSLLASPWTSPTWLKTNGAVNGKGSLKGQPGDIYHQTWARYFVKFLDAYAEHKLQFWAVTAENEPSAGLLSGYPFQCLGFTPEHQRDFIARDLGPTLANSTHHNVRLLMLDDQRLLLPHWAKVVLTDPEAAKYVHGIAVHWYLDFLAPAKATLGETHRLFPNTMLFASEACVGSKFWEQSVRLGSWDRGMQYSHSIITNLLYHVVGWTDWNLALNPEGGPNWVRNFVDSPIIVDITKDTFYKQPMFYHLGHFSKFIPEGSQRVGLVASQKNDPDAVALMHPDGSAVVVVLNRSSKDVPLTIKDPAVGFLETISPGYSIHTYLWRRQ
An asterisk follows results filed as active. Not all compounds are listed; rates above refer to the full screens.

CCC(C)NC(=O)C(Cc1ccccc1)NS(=O)(=O)c1cccc2nsnc12 (stereo unspecified)
  GBA enhancer: -15.1

CCOC(=O)c1c(C)oc2cc(Br)c(OC(=O)N3CCOCC3)cc12
  GBA enhancer: -8.8

O=C(CSc1nnnn1C1CCCCC1)NCc1cccc(C(=O)O)c1
  GBA enhancer: -26.4

CCOc1ccc(N(CC(=O)NCc2ccccc2)S(C)(=O)=O)cc1
  GBA enhancer: -38.5

O=C1NCCN1C(=O)N(c1ccccc1)c1ccccc1
  GBA enhancer: -4.2

CCN1CCN(CCNC(=O)c2cn(Cc3ccccc3F)nn2)CC1
  GBA enhancer: -3.8

CC(=O)OC(Cn1nc(C)cc1C)c1ccccc1 (stereo unspecified)
  GBA enhancer: -38.5

Cc1nnc(SCc2ccon2)n1-c1ccccc1
  GBA enhancer: -12.5

CCOC(=O)c1c(-c2ccc(C)o2)csc1N
  GBA enhancer: -14.8

COc1ccc(-c2cc(-c3cc(F)ccc3O)[nH]n2)cc1OC
  GBA enhancer: -5.3

COc1ccc2[nH]c3c(=O)n(CCCCC(=O)NCCN4CCCC4)c(=S)[nH]c3c2c1
  GBA enhancer: -0.8

O=S1(=O)CC=C(CSc2nc3ccccc3[nH]2)C1
  GBA enhancer: -13.0

CCCc1ccc(OCCNC(C)=O)cc1
  GBA enhancer: -6.3

CC1=C(C(=O)N2CCOCC2)C(c2ccsc2)C2=C(CCCC2=O)N1 (stereo unspecified)
  GBA enhancer: -0.5

Cc1onc(-c2ccccc2)c1C(=O)NCc1cccnc1
  GBA enhancer: -0.8

N#Cc1nc(-c2ccc(Cl)cc2)oc1NCc1ccco1
  GBA enhancer: -13.2

c1ccc(CSc2nnc(-c3ccco3)n2Cc2ccccc2)cc1
  GBA enhancer: -3.0

O=C(CSc1nnc(CNC(=O)c2ccccc2F)o1)NCC1CCCO1 (stereo unspecified)
  GBA enhancer: -32.7

OCCOc1ccc(C2=NCCO2)cc1
  GBA enhancer: -2.3

O=C(C1CCN(S(=O)(=O)c2ccc3c(c2)OCCO3)CC1)N1CCc2ccccc21
  GBA enhancer: 7.7

CC1(c2ccc3noc(-c4ccccc4)c3c2)OCCO1
  GBA enhancer: -0.4

Cc1onc(-c2ccccc2Cl)c1C(=O)Nc1sc2c(c1C#N)CCC2
  GBA enhancer: -1.6

CCc1ccc2c(c1)c1nc(C)sc1n2CC
  GBA enhancer: -5.2

CCn1c(=O)c(=O)[nH]c2cc(C(=O)N3CCN(c4ccccc4F)CC3)ccc21
  GBA enhancer: -4.5

Cc1c(NC(=O)c2c(F)c(F)c(F)c(F)c2F)c(=O)n(-c2ccccc2)n1C
  GBA enhancer: -15.2

Nothing new here: entries from further up.
O=S1(=O)CC=C(CSc2nc3ccccc3[nH]2)C1
  GBA enhancer: -13.0

CCCc1ccc(OCCNC(C)=O)cc1
  GBA enhancer: -6.3

CC1=C(C(=O)N2CCOCC2)C(c2ccsc2)C2=C(CCCC2=O)N1 (stereo unspecified)
  GBA enhancer: -0.5

Cc1onc(-c2ccccc2)c1C(=O)NCc1cccnc1
  GBA enhancer: -0.8

N#Cc1nc(-c2ccc(Cl)cc2)oc1NCc1ccco1
  GBA enhancer: -13.2

c1ccc(CSc2nnc(-c3ccco3)n2Cc2ccccc2)cc1
  GBA enhancer: -3.0

O=C(CSc1nnc(CNC(=O)c2ccccc2F)o1)NCC1CCCO1 (stereo unspecified)
  GBA enhancer: -32.7

OCCOc1ccc(C2=NCCO2)cc1
  GBA enhancer: -2.3

O=C(C1CCN(S(=O)(=O)c2ccc3c(c2)OCCO3)CC1)N1CCc2ccccc21
  GBA enhancer: 7.7

CC1(c2ccc3noc(-c4ccccc4)c3c2)OCCO1
  GBA enhancer: -0.4

Cc1onc(-c2ccccc2Cl)c1C(=O)Nc1sc2c(c1C#N)CCC2
  GBA enhancer: -1.6

CCc1ccc2c(c1)c1nc(C)sc1n2CC
  GBA enhancer: -5.2

CCn1c(=O)c(=O)[nH]c2cc(C(=O)N3CCN(c4ccccc4F)CC3)ccc21
  GBA enhancer: -4.5

Cc1c(NC(=O)c2c(F)c(F)c(F)c(F)c2F)c(=O)n(-c2ccccc2)n1C
  GBA enhancer: -15.2

Next structures.
Cc1ccc(-c2c3c(=O)n(C)c(=O)n(C)c3c3c(C)cc(C)nn23)cc1
  GBA enhancer: 7.4

CCN1CCn2c1nc(N1CCCCC1)nc2=O
  GBA enhancer: -6.2

CCOC(=O)c1nnn(CC(=O)Nc2cccc(F)c2)c1C(=O)OCC
  GBA enhancer: 13.0

COc1ccc(S(=O)(=O)Nc2cc(C(=O)NC3CCCCCC3)ccc2N2CCOCC2)cc1
  GBA enhancer: -8.4

Cc1nnc(SCC(=O)Nc2ccc(Br)cn2)[nH]c1=O
  GBA enhancer: 8.5

COc1ccc(C(=O)Cn2c(=O)c(CCC(=O)O)nn3c4ccccc4nc23)cc1OC
  GBA enhancer: -7.5

CCOC(=O)C1=C(C)NC(=O)NC1c1ccc(OC(C)C(=O)O)c(OC)c1 (stereo unspecified)
  GBA enhancer: -13.1

Cn1c(=O)c2c(ncn2CCCNC2=CC(C)(C)CC(=O)C2)n(C)c1=O
  GBA enhancer: -5.9

CCN1C(=O)C(C)S/C1=N\S(=O)(=O)c1ccc(Cl)s1 (stereo unspecified)
  GBA enhancer: 11.1

CCOCCOc1nc2c(c(=O)n(C)c(=O)n2C)n1CCc1ccccc1
  GBA enhancer: -3.9

COCCNC(=O)c1nn(-c2cc(OC)cc(OC)c2)c(=O)c2ccccc12
  GBA enhancer: -7.2

CCC(=O)N1c2ccccc2NC2=C(C(=O)CCC2)C1c1ccc(N(C)C)cc1 (stereo unspecified)
  GBA enhancer: -12.9

O=C(O)c1cc2cc(Cl)ccc2oc1=O
  GBA enhancer: -11.9

CC(C)n1c(=NC(=O)c2ccco2)c(C#N)cc2c(=O)n3ccccc3cc21
  GBA enhancer: -22.6

CCCNC(=O)C1CN(S(=O)(=O)c2ccccc2)CCN1S(=O)(=O)c1ccccc1 (stereo unspecified)
  GBA enhancer: -29.8

C=CCn1c(SCC(=O)NC(=O)NCc2ccco2)nc2sc(CC)cc2c1=O
  GBA enhancer: -51.7

COc1ccc(N(CC(=O)NC2CCCC2)C(=O)c2ccc(N3CCCCC3)nc2)cc1
  GBA enhancer: -13.3

CCOc1nc(NCCC2=CCCCC2)nc(N2CCOCC2)n1
  GBA enhancer: 5.1

O=C(Oc1ccc(-c2cn3c(n2)SCC3)cc1)c1ccccc1
  GBA enhancer: 21.9

CC1=C(C(N)=O)C(c2ccc(Cl)cc2)NC(=O)N1 (stereo unspecified)
  GBA enhancer: -23.1

c1coc(CNc2nc(N3CCCCC3)nc3ccccc23)c1
  GBA enhancer: 4.6

CN(C)CCNc1nc2c(c(=O)[nH]c(=O)n2C)n1CC(O)COc1ccc(Cl)cc1Cl (stereo unspecified)
  GBA enhancer: -9.6

CCOC(=O)C1(Cc2ccc(O)cc2)NC(c2ccccc2F)C2C(=O)N(C)C(=O)C21 (stereo unspecified)
  GBA enhancer: 102.5*

Cc1ccc(NC(=O)CSc2nccc(=O)[nH]2)c(S(=O)(=O)N2CCOCC2)c1
  GBA enhancer: -17.0

CS(=O)(=O)c1ncc(Cl)c(C(=O)Nc2ccc(N3CCOCC3)cc2)n1
  GBA enhancer: -25.0

N#Cc1c(-c2ccco2)cc(-c2ccccn2)nc1N
  GBA enhancer: 27.4

COc1ccccc1NC(=O)CN1CCN(CC(=O)Nc2ccc3c(c2)OCO3)CC1
  GBA enhancer: 44.5

Cc1ccc(-c2csc3nnc(SCc4csc(C)n4)n23)cc1
  GBA enhancer: -36.0

CC(=O)Nc1nc(C)nc(-c2ccccc2OC(C)=O)n1
  GBA enhancer: -12.1

COc1ccc(CC(=O)OCc2cc3ccc(C)cc3[nH]c2=O)cc1
  GBA enhancer: 12.2

O=C1CC(c2cccs2)CC2=C1C(c1ccccc1)n1ncnc1N2 (stereo unspecified)
  GBA enhancer: -18.9

CCOCCCn1c(=N)c(C(N)=S)cc2c(=O)n3cccc(C)c3nc21
  GBA enhancer: -51.2

Cc1cccc(OCC(O)Cn2c(=N)n(CCN3CCCCC3)c3ccccc32)c1 (stereo unspecified)
  GBA enhancer: -121.5

CC(=Nc1ccc2c(c1)nc(CO)n2C)C1=C(O)CC(C)(C)CC1=O
  GBA enhancer: -18.7

CN1C(=O)c2ccccc2Sc2ccc(NC(=O)NC3CC3)cc21
  GBA enhancer: -3.6

O=S1(=O)CCN2C(Cc3ccc(SC(F)F)cc3)=CSC2=N1
  GBA enhancer: -21.9

O=C(CCS(=O)(=O)c1ccc(Br)cc1)NCc1cccs1
  GBA enhancer: -8.9

CCOc1ccccc1NC(=O)c1ccccc1N(C)S(C)(=O)=O
  GBA enhancer: 1.9

COCCCNC(CC(=O)Nc1ccc(N(C)C)cc1)C(=O)O (stereo unspecified)
  GBA enhancer: 10.2

CC1CCc2c(sc3nc(SCC(=O)NCc4ccco4)nc(N)c23)C1 (stereo unspecified)
  GBA enhancer: -4.8

N#CC(C(=O)Nc1cccc(Cl)c1)=C1Nc2ccccc2N1
  GBA enhancer: -11.8

c1ccc(-c2nc[nH]c2-c2ccccc2)cc1
  GBA enhancer: 18.2

O=C(CCn1c(=O)oc2ccccc21)Nc1nccs1
  GBA enhancer: -44.4

CCCCOc1ccc(NC2=NC3(CCCC3)N=C(N)N2)cc1
  GBA enhancer: -22.5

Cn1c(CSc2nc3ccc(Br)cc3[nH]2)nc2ccccc21
  GBA enhancer: -22.6

CC(C)(C)c1ccc(C(=O)N2CCC(C(=O)NCc3ccncc3)CC2)cc1
  GBA enhancer: -7.0

CC(=O)OCP(C)(=O)COC(C)=O
  GBA enhancer: -30.4

CC(=O)Nc1c2c3c(cccc3n(C)c1=O)C(=O)c1ccccc1-2
  GBA enhancer: 2.3

CC(CN1CCCCC1)OC(=O)c1ccc2c(c1)OCO2 (stereo unspecified)
  GBA enhancer: -7.8

COc1ccc(-c2noc(CCC(=O)NCCCN3CCC(Cc4ccccc4)CC3)n2)cc1
  GBA enhancer: -45.4

In another format: results already given
smiles	GBA enhancer
CC1CCc2c(sc3nc(SCC(=O)NCc4ccco4)nc(N)c23)C1 (stereo unspecified)	-4.8
N#CC(C(=O)Nc1cccc(Cl)c1)=C1Nc2ccccc2N1	-11.8

Following part.
Cc1ccc(NC(=O)CSc2nnc(COc3ccc(C#N)cc3)n2-c2ccccc2)cc1C
  GBA enhancer: -9.8

Cc1cc(=O)n2nc(N3CCCC(C(=O)N4CCOCC4)C3)sc2n1 (stereo unspecified)
  GBA enhancer: -0.4

C=CCN(CC(=O)NCC1CCCO1)C(=O)CCC(=O)Nc1cc(C)on1 (stereo unspecified)
  GBA enhancer: -13.1

COc1cccc(NS(=O)(=O)c2ccc(S(=O)(=O)N3CCOCC3)cc2)c1
  GBA enhancer: -15.1

C/C(Cl)=C/Cn1c(NCCCn2ccnc2)nc2c1c(=O)[nH]c(=O)n2C
  GBA enhancer: -35.3

O=C(C1CCN(S(=O)(=O)c2cccc3nsnc23)CC1)N1CCCc2ccccc21
  GBA enhancer: 18.7

CCOCCCN(C(=O)Cn1nnc2ccccc21)C(C(=O)NCc1ccco1)c1ccncc1 (stereo unspecified)
  GBA enhancer: -6.7

O=C(CN1CCN(c2ccccn2)CC1)NCc1cccs1
  GBA enhancer: -4.0

CCCn1c(SCC(=O)Nc2ccc3c(c2)OCCO3)nnc1-c1ccco1
  GBA enhancer: 8.0

Cc1cc(C(F)F)n2ncc(C(=O)NCc3ccccc3C(F)(F)F)c2n1
  GBA enhancer: -23.3

COc1cc2nc(SCC(=O)NCCc3ccccc3)n(Cc3ccco3)c(=O)c2cc1OC
  GBA enhancer: 3.8

Cc1cc(=O)[nH]c(Cc2ccc(OC(C)C)cc2)n1
  GBA enhancer: -20.5

CSc1ccc(S(=O)(=O)Nc2c(C)cccc2C)cc1
  GBA enhancer: -35.2

CC(C)c1ccccc1NC(=O)c1ccco1
  GBA enhancer: -16.1

CCCn1c(/N=C/c2cc(OC)ccc2O)nc2ccccc21
  GBA enhancer: -34.1

O=C(COc1cc(Cl)c(Cl)cc1Cl)Nc1ccncc1
  GBA enhancer: -0.6

CC(C)c1nc(SCC(=O)Nc2cccc(C(F)(F)F)c2)c2c(=O)n(C)c(=O)n(C)c2n1
  GBA enhancer: -8.8

Cc1ccc(C(=O)OCC(=O)Nc2ccc3c(c2)OCO3)o1
  GBA enhancer: -9.5

CCC(C)(C)n1nnnc1CN1CCC(c2nc3ccc(C)cc3[nH]2)CC1
  GBA enhancer: 4.2

CCn1nc(C(=O)N2CCc3ccccc3C2)c2ccccc2c1=O
  GBA enhancer: -4.4

CCN(CC)c1ccc2c(c1)CCCN2
  GBA enhancer: -25.9

CCCCOc1ccc(C(=O)Nc2ccncc2)cc1
  GBA enhancer: -33.9

COc1ccc(S(=O)(=O)NCCCCNS(=O)(=O)c2ccc(OC)cc2)cc1
  GBA enhancer: -9.8

CCN(CC)CCCNc1nnc(C)c(=O)[nH]1
  GBA enhancer: -0.6

Fc1ccc(NCc2nnc(SCc3nnc(-c4ccccc4)o3)n2CC2CCCO2)cc1 (stereo unspecified)
  GBA enhancer: -3.5

CCOC(=O)N1CCN(C(=O)C2CCCN(S(C)(=O)=O)C2)CC1 (stereo unspecified)
  GBA enhancer: -11.9

O=C1NC(c2ccccc2)(C(F)(F)F)SC2=CCCCCN12 (stereo unspecified)
  GBA enhancer: 5.1

CCOC(=O)CNc1c(-c2ccc(O)cc2)nc2ccccn12
  GBA enhancer: -69.5

CCOC(=O)N1CCN(C(=O)c2cc(Cl)c(Cl)cc2C(=O)O)CC1
  GBA enhancer: 1.4

Cc1ccc(C)n1/N=C1/NC(=O)CS1
  GBA enhancer: -7.7

Cc1ccc2c(CC(=O)O)coc2c1C
  GBA enhancer: -5.8

Cc1nn(CC(=O)N(C)C)c(=O)c2ccccc12
  GBA enhancer: -15.0

C=CCn1c(SCc2cc(=O)n3ccsc3n2)nc2scc(C3CC3)c2c1=O
  GBA enhancer: -4.3

O=C(Nc1ccc2nsnc2c1)c1ccc2c(c1)OCO2
  GBA enhancer: 3.2

CCCCC(=O)NCCc1cc2ccc(OC)cc2[nH]c1=O
  GBA enhancer: -9.1

Nc1nnnn1/N=C/c1ccccc1C(F)(F)F
  GBA enhancer: -7.5

CCc1cccc(NC(=O)CN(C)S(=O)(=O)c2cccc3nsnc23)c1
  GBA enhancer: -53.6

Compound activity from PubChem BioAssay.
